# TEAD-YAP inh – TEAD-YAP interaction inhibition; AID 1259422; HEK-TIYL cells, TEAD-Gal4/YAP UAS-luciferase luminescence; inhibition, % at 9.12 µM; 640,000 tested, 1.4% active; in the data active means inhibition above about 32%;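 further: 0% = median of test compound wells and 100% = reference inhibitor wells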
# GPR151 activ – human GPR151 activation; Q8TDV0; PathHunter beta-arrestin GPR151 cells, luminescence; activation, % at 11.2 µM; 650,000 tested, 1% active; AID 1508602; in the data active means activation above about 4.9%;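 further: 0% = median of compound wells and 100% = cells with positive control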
# Target sequence (Q8TDV0 whole entry, looked up): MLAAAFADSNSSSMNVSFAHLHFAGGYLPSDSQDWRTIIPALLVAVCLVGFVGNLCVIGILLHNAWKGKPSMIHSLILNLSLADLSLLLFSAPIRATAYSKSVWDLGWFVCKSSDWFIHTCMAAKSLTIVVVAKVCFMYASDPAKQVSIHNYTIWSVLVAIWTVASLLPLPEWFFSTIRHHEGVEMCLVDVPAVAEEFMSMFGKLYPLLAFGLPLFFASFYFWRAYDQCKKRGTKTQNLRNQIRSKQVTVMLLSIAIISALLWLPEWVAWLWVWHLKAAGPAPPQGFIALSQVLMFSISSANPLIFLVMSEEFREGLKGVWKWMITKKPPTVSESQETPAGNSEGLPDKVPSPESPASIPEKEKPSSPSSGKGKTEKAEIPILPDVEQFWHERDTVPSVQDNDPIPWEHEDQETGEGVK
# MITF inh – inhibitors of human MITF; 650,000 tested, 0.91% active; O75030; AlphaScreen MITF homodimerization, bead proximity signal; inhibition, % at 2.6 µM; in the data active means inhibition above about 50%;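 further: 0% = vehicle wells with protein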
# Target sequence (O75030 whole entry, looked up): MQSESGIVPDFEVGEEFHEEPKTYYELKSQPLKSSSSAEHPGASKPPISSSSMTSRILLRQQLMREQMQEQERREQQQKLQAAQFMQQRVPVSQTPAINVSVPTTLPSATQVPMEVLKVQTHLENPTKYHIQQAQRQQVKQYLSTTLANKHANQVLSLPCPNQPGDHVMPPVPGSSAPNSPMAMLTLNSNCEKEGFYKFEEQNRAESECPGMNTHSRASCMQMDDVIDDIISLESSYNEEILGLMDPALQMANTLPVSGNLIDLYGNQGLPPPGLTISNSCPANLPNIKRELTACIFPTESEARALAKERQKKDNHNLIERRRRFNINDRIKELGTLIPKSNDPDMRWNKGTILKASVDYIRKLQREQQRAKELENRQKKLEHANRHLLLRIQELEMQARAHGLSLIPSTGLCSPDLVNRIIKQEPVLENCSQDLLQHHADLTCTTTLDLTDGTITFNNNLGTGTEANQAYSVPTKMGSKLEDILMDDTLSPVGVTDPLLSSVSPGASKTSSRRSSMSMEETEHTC
# FBW7 activator – activators of human E3 ligase FBW7; Q969H0; AlphaScreen FBW7–phospho-cyclin E peptide binding, activator screen; normalized activity (activation), % at 26.1 µM; 650,000 tested, 0.13% active; in the data active means normalized activity above about 1.9%;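 further: purified mutant Fbw7 with reduced substrate affinity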
# * hit, by the source's call.
canonical_smiles,TEAD-YAP inh,GPR151 activ,MITF inh,FBW7 activator
CCOC(=O)CCc1c(C)c(C#N)c2nc3ccccc3n2c1N1CCN(c2ccc(C)cc2)CC1,1.2,0.2,-7.3,0.0
CCOc1cc(C)c(Cl)cc1S(=O)(=O)N1CCCCC1,-6.9,-1.7,-12.7,0.0
Cn1c(C(=O)O)c(CC(=O)NCCCN2CCOCC2)c2ccccc21,-2.3,0.3,-3.8,-0.1
COc1ccc(CCNc2nc(NCc3ccc4c(c3)OCO4)nc3c2ncn3Cc2ccc(C(F)(F)F)cc2)cc1,5.8,0.0,2.2,0.1
O=c1[nH]c(=O)n(CCC2=CCCCC2)c(O)c1C=NCCc1ccc(F)cc1,-1.2,0.0,-2.9,0.5
COc1cccc(-c2csc(N3CCN(CC(=O)Nc4ccc(C)cc4)CC3)n2)c1,8.2,0.6,9.7,0.2
O=C(NNS(=O)(=O)c1ccc(F)cc1)c1ccc(F)cc1,-4.8,-1.0,-24.9,0.0
COc1ccc(/C=C2\N=C(c3cccc(I)c3)OC2=O)cc1,-0.4,-0.1,14.8,-0.1

# Quoted at random: 6 records from the list
canonical_smiles,TEAD-YAP inh,GPR151 activ,MITF inh,FBW7 activator
COc1cccc(-c2csc(N3CCN(CC(=O)Nc4ccc(C)cc4)CC3)n2)c1,8.2,0.6,9.7,0.2
CCOc1cc(C)c(Cl)cc1S(=O)(=O)N1CCCCC1,-6.9,-1.7,-12.7,0.0
COc1ccc(CCNc2nc(NCc3ccc4c(c3)OCO4)nc3c2ncn3Cc2ccc(C(F)(F)F)cc2)cc1,5.8,0.0,2.2,0.1
Cn1c(C(=O)O)c(CC(=O)NCCCN2CCOCC2)c2ccccc21,-2.3,0.3,-3.8,-0.1
O=c1[nH]c(=O)n(CCC2=CCCCC2)c(O)c1C=NCCc1ccc(F)cc1,-1.2,0.0,-2.9,0.5
CCOC(=O)CCc1c(C)c(C#N)c2nc3ccccc3n2c1N1CCN(c2ccc(C)cc2)CC1,1.2,0.2,-7.3,0.0

# The list continues:
canonical_smiles,TEAD-YAP inh,GPR151 activ,MITF inh,FBW7 activator
Cc1cc(C)n2nc(SC(C)C(=O)NCc3ccccc3Cl)nc2n1 (stereo not given),-4.5,1.1,-37.8,0.0
Cc1ccn(CC(=O)N(Cc2cc3ccc(F)cc3nc2N2CCOCC2)C2CC2)n1,3.6,1.9,8.4,0.0
O=C(CCc1ccc2c(c1)OCO2)NCC1Cc2cc(-c3cncnc3)cc(Cl)c2O1 (stereo not given),-10.7,-1.0,7.0,0.0
Cc1cccc(N2CCN(C(=O)c3cc(N4C(=O)C5C6CCC(C6)C5C4=O)ccc3Cl)CC2C)c1 (stereo not given),0.4,-1.0,-7.7,-0.1
O=S(=O)(c1ccc(NC(=S)NCCc2ccccc2)cc1)N1CCOCC1,4.2,1.9,-0.5,0.0
CCN(CC)C(=O)C1CCCN(c2ccccc2[N+](=O)[O-])C1 (stereo not given),-6.2,-0.2,-0.7,-0.1
CC1=C(C(=O)OC(C)C)C(c2ccccc2Cl)C2=C(CC(c3cccs3)CC2=O)N1 (stereo not given),-8.3,0.2,-3.2,0.0
O=C(Nc1ccc(-c2ccncc2)cc1F)[C@H]1COc2ccccc2O1,-9.8,-0.2,21.6,0.9
CSCCC(NC(=O)c1cccc(C)c1)C(=O)OCC(=O)N1CCOCC1 (stereo not given),8.4,3.3,-5.9,0.2
O=C(NCCc1ccccc1)C1CCN(C(=O)Nc2cccc(Cl)c2)CC1,-6.1,-0.5,-8.6,0.0
Cc1cc(C)n(-c2ccc(Nc3ccc(NC(=O)c4ccc(C)c(C)c4)cc3)nn2)n1,-9.3,-0.8,9.4,0.1
CCCN(C1=NC2CS(=O)(=O)CC2S1)c1ccc(C(=O)OCC)cc1 (stereo not given),-8.4,-0.2,-6.4,-0.8
CCCNc1nccn2c(-c3ccccc3N(C)C)cnc12,-10.2,0.7,13.6,0.4
CC1CN(C)C(C)C/C1=N\OC(=O)c1ccc(Cl)c(Cl)c1 (stereo not given),3.6,-1.0,22.9,0.4
COc1cccc(CN2CCN(Cc3ccc(F)cc3)C(CCO)C2)c1O (stereo not given),4.2,0.7,1.3,0.0
COc1ccc(OC)c(N(C)c2c(-c3ccccc3)c(=O)c2=O)c1,9.3,-0.4,-14.3,0.2
O=C(Nc1cccc(F)c1)C1CC12CCN(Cc1ncc[nH]1)CC2 (stereo not given),14.4,-0.6,10.0,-0.1
O=C(Nc1ccc(NC(=O)c2cc(I)ccc2Cl)cc1)c1cccc(Cl)c1,-16.2,0.3,-0.1,0.0
CCOC(=O)c1ccc(C(=O)OCC)c(NC(=O)Nc2ccccc2OCC)c1,3.2,3.0,-4.5,0.1
O=C(CN(CC1CCCO1)C(=O)Cn1nnc(-c2ccc(F)cc2)n1)NC1CCCCC1 (stereo not given),12.7,-0.7,1.2,0.6
O=C(CSc1nnc(Nc2ccccc2)s1)N1CCc2ccccc21,8.4,0.5,4.2,-0.1
O=C(Cn1cc2c(n1)CCCC2)NC1CCN(Cc2ccccc2)CC1,5.7,0.8,6.0,-0.1
COc1ccc(Br)cc1S(=O)(=O)N1CCN=C1C,-31.7,0.3,2.9,-0.1
CCCN(CCC)C(=O)c1c(NC(=O)c2cccs2)sc2c1CCC(C)C2 (stereo not given),1.1,1.0,18.7,0.5
COc1ccccc1CCc1nnc(CCC(=O)N2CCSCC2)o1,-41.4,-0.2,6.5,-0.1
N#C/C(=C\Nc1ccc(Cl)c(C(F)(F)F)c1)C(N)=S,0.4,-0.9,1.7,0.0
CC(/C=C/c1ccccc1)=N/NC(=O)c1cc(O)cc(O)c1,-1.1,-0.9,7.3,0.0
CCOc1ccccc1NC(=O)c1cnc2n(c1=O)CCS2,1.9,-0.4,-6.4,0.0
Cc1cc(C(=O)COC(=O)c2ccc(C=O)cc2)c(C)n1C,13.2,0.2,8.5,0.1
O=C(Cc1noc2ccccc12)N1CCN(c2cccc(Cl)c2)CC1,9.3,-0.2,21.8,0.8
COc1cccc(CN2CCN(Cc3cc(C)c(O)c(C)c3)CC2CCO)c1 (stereo not given),-3.2,0.3,-21.5,0.1
Cc1cc(/C=N/n2cnnc2)c(C)n1-c1ccc(F)cc1,-2.2,1.4,6.8,-0.1
O=C1c2cccc3cccc(c23)N1Cc1cc([N+](=O)[O-])cc2c1OCOC2,4.8,0.2,7.3,0.8
COc1ccc(/C=C/C(=O)NCCc2nnc(SCCN3CCOCC3)n2C)cc1,4.4,-0.7,-0.8,0.0
Cc1ccccc1-n1c(SCC(=O)Nc2ccc(Cl)cc2)nc2ccccc2c1=O,4.9,0.2,11.6,0.2
COc1cc([N+](=O)[O-])ccc1NC(=O)COc1cc(C)ccc1C(C)(C)C,-7.5,-0.8,-5.7,-0.1
O=C(Nc1cccc(Cl)c1)c1ccccc1I,-35.8,1.0,2.2,0.1
O=C(Cn1nnc2ccccc21)N/N=C/c1ccc2c(c1)OCO2,-5.4,-0.3,6.1,0.1
CCN(c1cccc2ccccc12)S(=O)(=O)c1cccs1,-4.3,-1.3,8.3,0.0
CCOc1ccc(NC(=O)CCCOc2ccc(Cl)cc2Cl)c([N+](=O)[O-])c1,8.0,1.1,-6.0,-0.1
Cc1ccc(F)c(NC(=O)C2CC2C(=O)O)c1 (stereo not given),13.2,2.1,-10.9,0.1
Cc1ccc2[nH]c3nc(N/N=C/c4ccc(O)c(O)c4)nnc3c2c1,-4.4,-0.7,87.0*,-1.5
Cc1ccc2nc(C)c(C(=O)NC3CCCCC3)n2c1,6.6,1.7,12.4,-0.4
CCOc1cccc2cc(-c3nc4ccccc4[nH]3)c(=Nc3ccccc3Cl)oc12,-7.9,-1.1,2.9,-0.1
Cc1ccc(O)c(NC(=O)c2ccc(Br)o2)c1,-31.2,-0.6,-2.6,-0.1
CCOc1ccccc1CN1CCNC(=O)C1CC(=O)N(C)CCc1cnn(C)c1 (stereo not given),3.6,0.4,-6.9,-0.2
Brc1cccc(C2CC(c3ccccc3)Nc3ncnn32)c1 (stereo not given),-4.0,0.2,-3.3,0.0
CC(C)(C)CC(=O)N1CCN(c2ccc(Cl)cc2)CC1,8.2,2.6,-4.1,-0.1
Cc1cc(C(F)(F)F)nn1CC(=O)Nc1ccc(OC(F)(F)F)cc1,3.8,-0.4,10.2,0.1
O=C(Nc1ccccc1)N1CCC(n2cnc3cc(F)ccc32)CC1,21.0,-0.1,-1.5,-0.1
O=C(NCc1ccco1)c1nc2c(nnn2Cc2cccc(Cl)c2)c(=O)[nH]1,-11.7,-2.3,-14.6,-0.2
Cc1ccc(-c2cc(C(F)(F)F)n3ncc(C(=O)NC(C)(C)CC(C)(C)C)c3n2)cc1,-2.3,-1.5,1.4,0.2
COc1ccc(C(CNC(=O)c2ccccc2C)N2CCN(C)CC2)cc1 (stereo not given),0.9,1.7,-4.8,-0.1
O=C(Cc1n[nH]c(=O)c2ccccc12)NCc1ccccc1,1.1,0.1,10.7,0.0
CC(=O)C1C(=O)c2cc([N+](=O)[O-])ccc2C1=Nc1cccc(Cl)c1 (stereo not given),-10.9,-0.7,-1.2,0.2
COCc1cc(CN2CCN3C(=O)[C@@H]([C@H](C)O)NC(=O)[C@H]3C2)ccc1OC,3.0,-0.1,0.1,0.3

# Carrying on:
canonical_smiles,TEAD-YAP inh,GPR151 activ,MITF inh,FBW7 activator
CCOc1ccc2[nH]c(=O)c(CN(C(C)=O)C3CCCC3)cc2c1,4.1,-0.2,5.7,0.1
CCc1nc(SCC(N)=O)c2c3c(sc2n1)CCCC3,-22.7,1.7,1.9,0.5
Cc1cccc(CN2CCC(N3CCC(C(=O)NC4CCCC4)CC3)CC2)n1,4.0,0.4,2.9,-0.1
Nc1ncc(-c2ccncc2)nc1-c1cccc2c1oc1ccccc12,-0.6,-0.7,-0.8,-0.1
O=C1CC(c2ccc3c(c2)OCO3)C2=C(CCCC2=O)N1 (stereo not given),-9.2,-0.1,17.8,0.5
CC(NCCN(C)C)C(=O)Nc1ccc2c(c1)OCCO2 (stereo not given),8.2,0.2,33.0,-0.2
Cc1cccc(-c2noc(-c3ccco3)n2)c1,-11.5,-2.8,-1.4,0.0
CC(/C=C1\N=C(c2ccc(C)c(C)c2)OC1=O)=C\c1ccccc1,-3.4,3.7,-4.2,0.2
CSc1ccc(C(=O)Nc2cccc(-c3nc4ccccc4[nH]3)c2)cc1,-16.3,1.1,39.4,-0.1
CC(Cc1cc(C(=O)NCCc2ccco2)on1)c1ccccc1 (stereo not given),-16.8,0.1,7.7,-0.1
O=C(Nc1ccccc1O)c1ccccc1O,-4.0,0.5,9.9,0.0
Cc1ccc(/C=N/N=C(/c2cccc([N+](=O)[O-])c2)C23CN4CN(CN(C4)C2)C3)o1,-9.8,0.3,0.1,0.1
Cc1cccn2cc(-c3ccc4c(c3)NC(=O)CO4)nc12,-9.5,4.4,8.0,0.1
Cc1ccc(C2Nc3cccc4cccc(c34)N2)cc1,6.4,0.3,-4.2,0.0
CCOc1c(Br)cc(C(=O)NNC(=O)c2ccc3c(c2)OCO3)cc1OC,-11.2,0.4,-13.6,-0.1
CCc1ccccc1NC(=O)CCSc1nc2n[nH]c(C)c2c(=N)n1-c1cccc(Cl)c1,0.8,3.0,10.0,-0.1
CC(=O)NC(=S)Nc1ccccc1N1CCN(C(=O)c2ccccc2)CC1,11.7,0.0,10.4,-0.1
COc1ccc([N+](=O)[O-])cc1NC(=O)c1ccc(Br)s1,3.1,1.9,6.0,0.6
Cc1nn2c(N3CCC(O)CC3)c3c(nc2c1-c1ccccc1)CCC3,1.6,0.0,4.5,-0.1
Cc1[nH]c(-c2ccc(F)cc2)cc1C(=O)N1CCN(c2ncccn2)CC1,-0.4,0.9,4.3,-0.1
COC(=O)c1ccc2c(=O)n(-c3ccc(F)c(Cl)c3)c(SCc3cc(C(C)=O)ccc3OC)nc2c1,5.5,-0.3,2.7,0.3
Cc1ccc(-c2ccc(=O)n(CCC(=O)NC3CCCC3)n2)cc1,-0.6,2.0,4.7,-0.1
Cc1cc(NC(=O)c2cccc(F)c2)ncc1NC(=O)c1ccco1,-31.6,-5.2,1.2,0.1
CCC(C)N1C(=O)NC(NC(=O)c2ccc(C(C)(C)C)cc2)(C(F)(F)F)C1=O (stereo not given),-21.8,-1.7,13.7,0.0
COc1cccc2c(=O)[nH]c(C(Cl)(Cl)Cl)nc12,-6.2,1.1,9.6,0.0
COc1ccc(N(CC(=O)Nc2ccc(C)cc2C)S(=O)(=O)c2c(C)n[nH]c2C)cc1,11.5,0.9,0.6,0.0
O=C(O)C(=O)/C(N=Nc1ccccc1)=C(/O)c1ccccc1,-57.2,-1.6,-3.6,0.1
FC(F)(F)COc1nc(Nc2ccc(OC(F)(F)F)cc2)nc(OCC(F)(F)F)n1,-1.1,1.9,14.7,0.1
O=C1C(c2ccc(Cl)cc2)N(C2CCCCCCC2)C(=O)CN1C1CCCCCC1 (stereo not given),-14.7,1.5,-9.2,0.0
COc1ccccc1-c1cnc(N2CCN(C(=O)c3ccco3)CC2)c2nccn12,-69.4,-0.3,8.2,0.0
CCOc1cccc(C(=O)Nc2ccc(N3CCCC3)c(Cl)c2)c1,-20.3,-0.6,12.0,-0.3
